Screening results deposited in PubChem BioAssay by Southern Research Specialized Biocontainment Screening Center.
Salmonella PhoP GFP: PhoP regulon inhibitors, Salmonella typhi PhoP promoter GFP reporter, confirmatory (AID 1850). Salmonella Typhi PhoP-promoter GFP reporter, fluorescence, 4 h; higher % means a stronger effect. inhibition, % at 50 µM, or IC50 in µM where a hit was titrated. hit rate 0.33% among 310,000; in the data active = a potency from the dose series; inconclusive = inhibition mostly from about 25% at the one dose, without a potency; inactive = the rest, 99 in 100 with inhibition below about 19%;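 note: 0% = induced wells with vehicle and 100% = uninduced wells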
inhibitors of VEEV: inhibitors of VEEV TC-83 cytopathic effect, confirmation, Vero cells (AID 588727); Vero cells, VEEV TC-83 cytopathic effect inhibition; higher % means a stronger effect; inhibition, % at 20 µM, or IC50 in µM where a hit was titrated; hit rate 0.13% among 350,000; in the data active = a potency from the dose series; inconclusive = inhibition mostly from about 14% at the one dose, without a potency; inactive = the rest, 99 in 100 with inhibition below about 12%; note: strong numbers were not always called active
influenza NS1A: NS1A inhibition, H1N1 influenza, cell based functional assay (AID 504329). NS1A functional cell-based assay, percent inhibition; higher % means a stronger effect. one-dose inhibition, % at 12.5 µM; IC50 in µM for titrated hits. hit rate 0.3% among 340,000; in the data active = a potency from the dose series; inconclusive = inhibition above about 27% without an active follow-up result; note: strong numbers were not always called active
M. tuberculosis HTS: M. tuberculosis growth inhibition, HTS (AID 449762). hit rate 0.59% among 330,000. M. tuberculosis H37Rv growth inhibition, 7H9 media; higher % means a stronger effect. inhibition, % at 25 µM, or IC50 in µM where a hit was titrated; in the data active = a potency from the dose series; inconclusive = inhibition above about 70% without an active follow-up result;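 note: bacterial growth assessed after seven days of incubation; strong numbers were not always called active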
tuberculosis growth: growth inhibition of non-replicating M. tuberculosis (AID 488890). Mycobacterium tuberculosis non-replicating, growth inhibition; higher % means a stronger effect. inhibition, % at 25 µM; hits with a dose series show IC50 in µM. hit rate 0.39% among 320,000; in the data active = a potency from the dose series; inconclusive = inhibition mostly from about 82% at the one dose, without a potency; inactive = the rest, 99 in 100 with inhibition below about 76%;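 note: plate controls were DMSO cells for no effect and high antibiotic wells for full effect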
inhibitors of VEEV 10K pilot screen: second read-out of inhibitors of VEEV, no call of its own (marks repeat the call); inhibition, %; measured here: 10K pilot screen inhibition
Numbers without * were called inactive; i = inactive; ? = inconclusive; / = no result given; & = joins results of further samples.

SMILES | Salmonella PhoP GFP | inhibitors of VEEV | influenza NS1A | M. tuberculosis HTS | tuberculosis growth | others
Cc1ccc(S(=O)(=O)Nc2ccc3nc(N)sc3c2)cc1 | -1% | 0.1% | 1% | -4% | 25%
O=C(CSc1nnc(-c2ccco2)n1Cc1ccco1)NCc1cccs1 | -9% | 3.0% | -3% | -7% | 4%
Cc1nn(CCC#N)c2[nH]c(=O)cc(C(F)(F)F)c12 | 5% | 0.2% | -10% | 3% | 16%
CSc1nc2ccc(NS(=O)(=O)c3ccccc3F)cc2s1 | -6% | 1.2% | -6% | 4% | 56%
Cc1ccc(N(CN2CCCC2=O)C(=O)c2ccc(C)c(C)c2)cc1 | 10% | i | 4% | 3% | 1%
CCCCCCCCCCCC(=O)NC(Cc1ccc(OC)c([N+](=O)[O-])c1)C(=O)O (stereo unspecified) | 1% | 0.6% | -27% | 4% | 20%
O=C(O)CCCC(=O)NS(=O)(=O)c1ccc(Cl)cc1 | 1% | 1.9% | -1% | -14% | 1%
CCOC(=O)CSC1=C(C#N)C(c2ccccc2Cl)C(C(=O)OC)C(=O)N1 (stereo unspecified) | 4% | 0.5% | -4% | -4% | 18%
C=C1c2ccc(C)cc2NC(=O)N1c1ccccc1 | 17% | / | / | -7% | 7%
COC(=O)c1ccc(NC(=O)c2ccco2)cc1 | 3% | 2.1% | -1% | -2% | 20%
N#C/C(=C\c1cccnc1)C(=O)Nc1ccc(C(=O)O)cc1 | -2% | i | 2% | -7% | 11%
CCO/C(C)=N/n1c2nc3ccccc3nc2c2c(=O)n(CC(C)C)c(C)nc21 | -7% | 2.3% | 6% | 4% | 14%
COC(=O)c1cccc(NC(=O)COc2cccc([N+](=O)[O-])c2)c1 | -8% | 0.6% | -2% | 7% | 7.1µM*
O=C(/C(=C/c1cccc(Cl)c1)c1nc2ccccc2[nH]1)c1ccccc1 | -6% | i | 5% | -7% | -4%
CCc1noc(C)c1C(=O)N(CCC(C)C)c1c(N)n(Cc2ccccc2)c(=O)[nH]c1=O | 2% | 4.3% | 9% | 0% | 0%
CSC1=C(C#N)C(C)CC(=O)N1 (stereo unspecified) | 3% | i | 0% | -9% | 4%
N#Cc1cc([N+](=O)[O-])cnc1Nc1ccccc1 | -5% | 0.3% | 3% | 0% | 10%
CS(=O)(=O)c1ccc(C(=O)OCC(=O)NC(=O)Cc2ccccc2)cc1 | 3% | 0.7% | -2% | -5% | -8%
COc1ccc(C)cc1NC(=O)CN(C)S(=O)(=O)c1ccc2c(c1)c(=O)n(C)c(=O)n2C | 1% | 1.7% | 6% | -8% | -11%
CNC(=O)N(O)C1N(/N=C/c2ccccc2F)C(=S)SC1(C)C (stereo unspecified) | 1% | i | -6% | -1% | -7%
COc1cc(C2C(C(C)=O)=C(O)C(=O)N2c2ccc(Br)cn2)ccc1O (stereo unspecified) | -16% | i | -3% | -13% | 11%
C#CCOCCOCCOCCNc1nc(N2CCN(C(=O)Cn3cc(CC(C)O)nn3)CC2)nc(N2CCN(C(=O)[C@H]([C@@H](C)CC)n3cc(CCCN=C(N)N)nn3)CC2)n1 (stereo partly specified) | 4% | 0.2% | 3% | -6% | -30% | inhibitors of VEEV 10K pilot screen=0.4
CC(C)(C)NC(=O)NC(=O)CN1CCN(c2ccc(O)cc2)CC1 | 3% | 2.0% | 2% | -6% | 22%
O=C(C1COc2ccccc2O1)N1CCN(c2ccccc2Cl)CC1 (stereo unspecified) | 8% | 7.8% | 1% | -1% | -1%
COc1ccccc1NC(=O)c1cc2cc(Br)ccc2cc1O | 6% | 23% | 19% | 5% | 55%
C1=C(CCNC2=NCCCCC2)CCCC1 | -3% | i | 0% | -4% | 18%
CCN(CC)C(=O)c1cn(C)c2ccc(S(=O)(=O)N(CC)CC)cc2c1=O | 6% | 1.6% | -9% | -11% | 3%
Cc1c(NC(=O)c2ccccc2F)c(=O)n(-c2ccccc2)n1C | -9% | i | 16% | -7% | -8%
Cc1csc(NC(=O)CCSCCc2ccccn2)n1 | -9% | 1.5% | -2% | -11% | -3%
CC(C)(C)c1ccc(C(=O)N2CCCC2c2cccs2)cc1 (stereo unspecified) | 0% | 0.7% | 8% | 16% | 38%
O=C(Cn1nc(Cl)nc1Cl)c1cc2ccccc2oc1=O | -5% | 3.3% | 5% | -3% | 41%
O=C(c1cnn2cccnc12)N1CCN(c2ccccc2)CC1 | 2% | 0.6% | -2% | -2% | 0%
COc1ccc(-c2cc(=O)[nH]c3ccccc23)cc1 | / | 4.2% | 3% | 6% | 8%
O=C(CCc1nnc2ccc(NCCCN3CCCC3=O)nn12)NCc1ccccc1Cl | 1% | i | 4% | -2% | 4%
CCO/C([O-])=N/c1c[n+](N2CCOCC2)no1 | -1%&8%&-1% | 0.8% | 1%&0% | 6%&-5% | -4%&-2%
Cc1ccc(-n2c(=O)cc(N3CC(C)CC(C)C3)[nH]c2=O)cc1 (stereo unspecified) | 4% | 3.9% | -14% | 4% | 14%
COCCn1c(SCc2nc3ccccc3s2)nc2ccccc21 | -4% | 0.6% | 2% | 10% | 34%
CCCn1c(N)c(C(=O)CSc2nnc3n2CCCCC3)c(=O)[nH]c1=O | / | 4.0% | -11% | 5% | /
CC1(C)Cc2c(C#N)c(OCC(=O)c3ccc(Cl)cc3)nc(-c3ccoc3)c2CO1 | -3% | 1.2% | -18% | -1% | -11%
Cc1ccc(C)c(NC2=NCC(=O)N2c2ccc3c(c2)OCCO3)c1 | 0% | 4.8% | 2% | -5% | -1%
COc1ccc(Cc2nnc(SCC(=O)N3CCN(c4ccccc4)CC3)o2)cc1 | -12% | 4.4% | -8% | 17% | ?
Cc1ccc(NC(=O)c2ccc(N/N=C/c3cccc(O)c3)c([N+](=O)[O-])c2)cc1 | -7% | 10% | -17% | 4% | 7%
CCn1c(SCC(=O)N/N=C(\C)c2ccco2)nnc1-c1ccccc1 | -2% | 1.7% | -6% | 5% | 21%
COc1ccc(Cl)cc1NC(=O)C1(c2cccs2)CCOCC1 | -3% | 6.7% | -4% | -8% | 10%
CCC(C(=O)NC(C)(C)C)N(C(=O)Cn1nnc(-c2cccs2)n1)c1cnc2ccccc2c1 (stereo unspecified) | 2% | 6.8% | 5% | -4% | 18%
CN(C=[N+](C)C)c1cccc2c1C(=O)c1ccccc1C2=O | -5% | 2.5% | 4% | -4% | -13%
CC(=O)NNC(=O)c1sc(=S)n2c1[nH]c(=O)c1sccc12 | -4% | 0.4% | 1% | 5% | 7%
COc1ccc(CN(C)C(=O)c2cc(S(=O)(=O)NCc3ccccc3)ccc2C)c(OC)c1 | / | 5.8% | -11% | 1% | 40%
O=[N+]([O-])c1ccc(O)c(/C=N/Nc2ccccc2[N+](=O)[O-])c1 | -18% | i | -10% | 8% | 42%
CCCCN1CC[C@H]2C=CC[C@@H](C(=O)Nc3ccc(Cl)cc3Cl)[C@H]2C1=O | -1% | i | -16% | 7% | 22%
Carrying on.
SMILES | Salmonella PhoP GFP | inhibitors of VEEV | influenza NS1A | M. tuberculosis HTS | tuberculosis growth | others
CN(Cc1ccccc1Br)C(=O)CN1C(=O)NC2(CCCCCC2)C1=O | / | 1.7% | -12% | -1% | 3%
CCNC(=O)c1c(O)c2c([nH]c1=O)CCCC2 | 5% | 1.2% | -10% | -4% | 4%
O=S(=O)(c1ccccc1)c1cnc(-c2cccnc2)nc1-c1ccc(Cl)c(Cl)c1 | 5% | i | -2% | 2% | -12%
O=C(NC(=S)Nc1ccccc1Br)C1CCCCC1 | / | i | 3% | 1% | ?
COc1ccc(CNn2c(-c3cccc(C)c3)nc3ccccc3c2=O)cc1OC | -15% | 10% | -15% | 8% | 17%
CC(=O)Oc1ccc(/C=N/NS(=O)(=O)c2ccc(C)cc2)c(OC(C)=O)c1 | 0% | 1.9% | -4% | 3% | -17%
O=C(NCc1ccccn1)c1ccc(NS(=O)(=O)c2cccc(Cl)c2)cc1 | 2% | i | 6% | -5% | 34%
Cc1nn(-c2ccccc2)c(Cl)c1C(=O)N1CCN(c2ncnc3c2cnn3-c2ccccc2)CC1 | 0% | 9.1% | 9% | ? | 32%
O=C1CN(C(=O)COC(=O)COc2ccc3c(c2)CCC3)c2ccccc2N1 | -12% | i | -7% | -6% | 10%
Cc1ccn2nc(S(=O)(=O)Nc3c(F)cccc3F)nc2n1 | 10% | 1.0% | 2% | 7µM* | i

Reprinted at random: 2 records from the list.
SMILES | Salmonella PhoP GFP | inhibitors of VEEV | influenza NS1A | M. tuberculosis HTS | tuberculosis growth | others
CCNC(=O)c1c(O)c2c([nH]c1=O)CCCC2 | 5% | 1.2% | -10% | -4% | 4%
Cc1ccn2nc(S(=O)(=O)Nc3c(F)cccc3F)nc2n1 | 10% | 1.0% | 2% | 7µM* | i

Returning to the listing, repeating the two entries before the break.
SMILES | Salmonella PhoP GFP | inhibitors of VEEV | influenza NS1A | M. tuberculosis HTS | tuberculosis growth | others
O=C1CN(C(=O)COC(=O)COc2ccc3c(c2)CCC3)c2ccccc2N1 | -12% | i | -7% | -6% | 10%
Cc1ccn2nc(S(=O)(=O)Nc3c(F)cccc3F)nc2n1 | 10% | 1.0% | 2% | 7µM* | i
Cc1ccc(CNC(=O)c2ccc(N3CCCC3=O)cc2)cc1 | -4% | i | 6% | -5% | -8%
COc1cccc(-n2c(C)nn(C)c2=O)c1 | 5% | 2.2% | -4% | 1% | 6%
CCOC(=O)c1cc(-c2ccccc2)sc1NC(=O)CC(C)C | 2% | 0.1% | -9% | -7% | -3%
O=C1CC(c2ccccc2)CC(O)=C1C=Nc1ccccc1 (stereo unspecified) | -6% | 2.3% | / | 4% | 3%
COCC(=O)N[C@@H]1c2cc(OC)c(OC)cc2C[C@H]1OCc1ccccc1 | / | 1.4% | -25% | / | /
Cc1cc(NC(=O)c2cc3ncc(Br)cn3n2)no1 | -4% | 0.5% | -1% | 2% | 24%
COc1ccc(OC)c(-c2csc(NC(=O)CSCC(=O)Nc3cc(C)on3)n2)c1 | / | i | 2% | -7% | 11%
COCCNc1nc(-c2ccc(OC)cc2)c(-c2ccc(OC)cc2)s1 | -7% | 2.7% | 7% | ? | 68%
Cc1cc(C(=O)N/N=C/c2ccc(-c3cccc(Br)c3)o2)n[nH]1 | -4% | 4.0% | / | 1% | 2%
COc1ccc(-c2cc(C(F)(F)F)n3ncc(C(=O)NCC4CCCO4)c3n2)cc1 (stereo unspecified) | / | 0.2% | -5% | / | /

Next section, starting with the last 2 of the part before.
SMILES | Salmonella PhoP GFP | inhibitors of VEEV | influenza NS1A | M. tuberculosis HTS | tuberculosis growth | others
Cc1cc(C(=O)N/N=C/c2ccc(-c3cccc(Br)c3)o2)n[nH]1 | -4% | 4.0% | / | 1% | 2%
COc1ccc(-c2cc(C(F)(F)F)n3ncc(C(=O)NCC4CCCO4)c3n2)cc1 (stereo unspecified) | / | 0.2% | -5% | / | /
CC(=O)c1ccccc1C(=O)N1CCCC(N2CCN(Cc3ccc4c(c3)OCO4)CC2)C1 (stereo unspecified) | -2% | 0.4% | 17% | -4% | -7%
COc1cc2cc(CN(Cc3nnnn3Cc3ccccc3)CC3CCCO3)c(=O)[nH]c2cc1OC (stereo unspecified) | -3% | 6.4% | 10% | / | /
CCCC(c1nnnn1Cc1cccs1)N1CCN(c2ccc(OC)cc2)CC1 (stereo unspecified) | 2% | i | 12% | -6% | 19%
CC(C)CC(N(C)C)C1(c2ccc(Cl)cc2)CCC1 (stereo unspecified) | / | 1.1%&1.1% | 4%&-7% | -5%&-1% | -11%&2%
Cc1c(CC(=O)Nc2ccc(Cl)cc2)sc2ccc(Cl)cc12 | 12% | 0.6% | -1% | 4% | 1%
CC1(C)CC(=O)C/C(=N/NC(=O)CCCOc2ccc(Cl)cc2Cl)C1 | -4% | i | 5% | 7% | 24% | inhibitors of VEEV 10K pilot screen=0.0
Clc1ccc(OCc2nc(-c3ccc(Br)o3)no2)cc1 | 29% | 0.2% | 24% | -3% | /
O=C(O)c1ccccc1Cc1nc2cc(Cl)ccc2c(=O)[nH]1 | 9% | 0.1% | -4% | -4% | 16%
O=C(COC(=O)c1ccccn1)NCc1ccccc1 | 1% | i | -4% | -9% | -11%
O=C(COC(=O)c1cc2ccccc2oc1=O)Nc1cccc(Br)c1 | -4% | 0.5% | -8% | 8% | ?
Nc1nc2n(c1C(=O)c1ccccc1)CCC2 | -5% | 2.3% | 2% | -1% | -2%
CNC(=O)C1CC(=O)N(c2ccc(OCC(=O)Nc3ccccc3)cc2)C1 (stereo unspecified) | / | i | -8% | / | /
COc1ccc(N2C(=O)CC(N3CCC(O)(c4cccc(C(F)(F)F)c4)CC3)C2=O)cc1 (stereo unspecified) | 6% | i | 2% | -6% | 34%
